# Coupling enz: counter-screen for Giardia aldolase inhibitors: coupling enzyme system; coupling enzyme system counterscreen, AmpLite Red fluorescence; activity change, negative = inhibition, % at 58.2 µM, hits read low; hit rate 0.67% among 290,000; AID 2472; in the data active = activity change below about -30%; note: % is set by controls: 0 for no effect and ±100 for the full control effect
#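 Final compound at 57.5 uM, incubated 10 min at RT with coupling enzyme reagent (glyceraldehyde-3-phosphate), then 20 min with substrate and AmpLite Red detection. Fluorescence read at 525/598 nm; tests interference with the coupling assay, not aldolase inhibition.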
# S-ASM inh: human S-ASM enzyme inhibition. hit rate 0.006% among 340,000. placental ASM, HMU-PC fluorogenic substrate, 60 min. P17405. Potency, µM (titrated, usually from 57.5 µM), for inactives: at the top dose activity change, negative = inhibition, actives largely listed as inhibitors; note: potency is the fitted concentration of half-maximal effect
# Target sequence (P17405 47-631 limits assumed): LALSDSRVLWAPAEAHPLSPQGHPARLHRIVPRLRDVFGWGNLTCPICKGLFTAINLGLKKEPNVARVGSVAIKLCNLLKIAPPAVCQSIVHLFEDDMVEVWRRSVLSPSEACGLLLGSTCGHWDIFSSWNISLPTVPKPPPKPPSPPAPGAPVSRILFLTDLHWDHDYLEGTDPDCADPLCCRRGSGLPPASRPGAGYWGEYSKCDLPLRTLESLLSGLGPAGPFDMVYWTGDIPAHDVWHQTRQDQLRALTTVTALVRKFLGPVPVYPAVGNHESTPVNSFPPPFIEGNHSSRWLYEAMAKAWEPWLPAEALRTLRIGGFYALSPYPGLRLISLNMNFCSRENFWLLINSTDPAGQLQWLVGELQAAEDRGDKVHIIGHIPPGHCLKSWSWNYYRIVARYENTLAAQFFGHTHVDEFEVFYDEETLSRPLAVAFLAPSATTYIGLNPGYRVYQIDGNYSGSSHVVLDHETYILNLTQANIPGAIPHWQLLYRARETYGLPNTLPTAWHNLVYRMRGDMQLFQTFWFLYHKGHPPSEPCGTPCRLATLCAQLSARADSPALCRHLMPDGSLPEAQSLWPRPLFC
#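 HMU-PC0 cleavage (9 uM final) by human placental ASM, 60 min at 37 °C following 10 min compound exposure at RT; stopped at pH 10, fluorescence Ex 386/Em 447 nm.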
# KCNH2 3.1 inh: blocks the human KCNH2 3.1 channel isoform | U2OS KCNH2 3.1, thallium flux FluxOr; hits give low values | hit rate 0.95% among 340,000 | activity change, % (tested at about 1.8 µM);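 active = maximum activity change below -70%; inconclusive = maximum activity change from -70% to -50%; inactive = maximum activity change above -50%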;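 note: thallium influx rate constant from kinetic fluorescence after stimulation buffer; % is set by controls: 0 for no effect and ±100 for the full control effect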
#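 Kinetic fluorescence (2 min after stimulation buffer) measures Tl+ influx through KCNH2 3.1 expressed by viral transduction in U2OS cells; the rate constant is normalized against DMSO controls serving as positive and negative references.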
# CXXC DNA block: blocks binding of human MLL CXXC domain to DNA | AID 2662 | MLL-CXXC / FITC-HOXA9 DNA fluorescence polarization | hit rate 0.037% among 290,000 | Q03164 | Potency, µM (top dose mostly 115 µM), inactives show top-dose activity change, negative = inhibition, hits mostly inhibitors; active = well fitted inhibition curve with a large enough effect in the polarisation, with a control signal flat, not every such curve was filed as active; inconclusive = small, poorly fitted or top-dose-only effect, or effect the other way, or a change in a side signal; inactive = no such curve, though single readings can be large or run the other way; the % refers to the polarisation; note: potency is the fitted concentration of half-maximal effect
#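 Purified MLL-CXXC (added from a 7 uM solution) was preincubated 5 min at ambient with pinned compounds in 50 mM Tris-HCl pH 7.5, 50 mM NaCl, 1 mM DTT, 0.05% BSA. Fluorescein-labeled HOX-A9 DNA (50 nM solution) followed, 30 min, then polarization read.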
# TRPV1 ag: activates the human vanilloid receptor TRPV1; Q8NER1; TRPV1-expressing cells, Fluo-8 calcium influx, agonist mode; activation, % at 8.33 µM; hit rate 0.19% among 320,000; in the data active = activation above about 80%; inconclusive = between about 30% and that limit; note: 0% is about no effect
#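 TRPV1-expressing cells were cultured overnight at 35.5C and loaded with Fluo-8 calcium dye for 40 to 90 min at room temperature. After a 10 s baseline, compound was added and calcium influx was read kinetically for 3 min (ex 480/em 520 nm).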
# MBNL1-CUG inh: MBNL1-poly(CUG) RNA binding inhibition. Q9NR56. TR-FRET MBNL1-His/biotin-(CUG)12 binding, 665/545 ratio. Potency, µM (top dose mostly 57.5 µM), inactives show top-dose activity change, negative = inhibition, usual class: inhibitors. hit rate 0.036% among 280,000; active = well fitted inhibition curve with a large enough effect in the signal ratio, with a control signal flat, not every such curve was filed as active; inconclusive = small, poorly fitted or top-dose-only effect, or effect the other way, or a change in a side signal; inactive = no such curve, though single readings can be large or run the other way; the % refers to the signal ratio; note: potency is the fitted concentration of half-maximal effect; % is set by controls: 0 for no effect and ±100 for the full control effect
#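 Compounds (final 92 nM to 58 uM) are added to His-tagged MBNL1 and biotin-(CUG)12, then terbium anti-His antibody and streptavidin-XL665 (5 nM final). After 60 min at room temperature, the 665/545 nm ratio is read.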
# KCNH2 WT inh: inhibitors of human wildtype KCNH2 potassium channel; Q12809; U2OS, BacMam KCNH2, thallium flux FluxOr; hits give low values; activity change, % at 1.84 µM; hit rate 0.37% among 340,000; AID 720551;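 active = maximum activity change below -70%; inconclusive = maximum activity change between -70% and -50%; inactive = maximum activity change above -50%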; note: % is set by controls: 0 for no effect and ±100 for the full control effect
#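 U2OS cells transduced with wild-type KCNH2 virus are loaded with FluxOr dye for 45 min, and thallium flux is measured in kinetic reads before and after stimulation buffer. Rate constants are normalized to DMSO controls.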
# Integrin act MD: activators of alpha7 integrin expression for muscular dystrophy; alpha7betagal myoblasts, beta-gal FDG fluorescence, 48 h; Potency, µM (titrated, usually from 38.3 µM), inactives show at the top dose activation, hits mostly activators; hit rate 0.064% among 350,000; AID 624291;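 note: potency is the fitted concentration of half-maximal effect; 100% = response of the positive control SU9516; nearly all actives have a fitted effect of over 60% in size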
#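 Alpha7betagal+/- myoblasts (passage 13) were plated 16-24 hr, then exposed to compounds (1:260 dilution of DMSO stock) for 48 hours at 37C. After MPER lysis, β-galactosidase reporter activity was read as FDG fluorescence (ex 480/em 540) after 30 minutes.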
# GALK inh: inhibitors of human galactokinase. Purified GALK, Kinase-Glo residual ATP luminescence. Potency, µM (doses to about 57.5 µM), without a hit: at the highest dose activity change, negative = inhibition, most hits filed as inhibitors. hit rate 0.007% among 270,000; note: potency is the fitted concentration of half-maximal effect; % is set by controls: 0 for no effect and ±100 for the full control effect
# Target sequence (P51570 whole entry, looked up): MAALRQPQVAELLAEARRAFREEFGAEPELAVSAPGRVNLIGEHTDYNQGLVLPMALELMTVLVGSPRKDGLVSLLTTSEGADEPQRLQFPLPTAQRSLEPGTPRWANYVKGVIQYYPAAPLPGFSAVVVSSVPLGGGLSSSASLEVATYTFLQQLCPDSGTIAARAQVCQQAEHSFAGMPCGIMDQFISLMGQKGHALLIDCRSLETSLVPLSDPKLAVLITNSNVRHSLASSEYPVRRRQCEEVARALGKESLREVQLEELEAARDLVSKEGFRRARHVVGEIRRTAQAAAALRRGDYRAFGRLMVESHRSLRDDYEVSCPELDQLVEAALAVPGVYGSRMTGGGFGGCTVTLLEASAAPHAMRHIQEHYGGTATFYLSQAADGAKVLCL
#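 5 nM enzyme, 35 uM ATP, 100 uM galactose, 20 mM HEPES pH8.0, 5 mM MgCl2; 1 h RT; residual ATP by Kinase-Glo Plus luminescence, qHTS format.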
# A-T KAP1 phos: potential ataxia-telangiectasia treatments restoring KAP-1 phosphorylation; […] A-T fibroblasts, KAP-1 phosphorylation AlphaLISA; neocarzinostatin DNA damage 30 min before lysis; Potency, µM (titrated, usually from 57.5 µM), for the others: top-dose activation, most hits filed as activators; AID 485349; hit rate 0.19% among 320,000; note: potency is the fitted concentration of half-maximal effect; % of control where 0% means no effect; nearly all actives have a fitted effect of over 45% in size
#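 hTERT-immortalized A-T patient fibroblasts ([…]), 500 cells/well in OPTI-MEM, 1% FBS, got compounds for 60 min, then NCS for 30 min at 37C. Lysates were then assayed for phospho-KAP-1 by AlphaLISA (anti-pKAP1 donor, anti-KAP1 acceptor beads), 6 hr at 25C.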
# * hit, by the source's call; ? = inconclusive; / = not tested or not shown; [ ] = dose if it differs, or a comment. Unless noted, calls come from the whole dose curve; as a rule, active = well fitted curve in the direction sought with a large enough effect; inconclusive = small, poorly fitted or top-dose-only effect, or another doubt; inactive = no such curve, though single readings can be large; an effect the other way counts as inactive or inconclusive.
structure	KCNH2 3.1 inh	Coupling enz	KCNH2 WT inh	S-ASM inh	Integrin act MD	A-T KAP1 phos	CXXC DNA block	TRPV1 ag	GALK inh	MBNL1-CUG inh
CCCCn1nc(NC(=O)CC)c2cc3cc(OC)ccc3nc21	0	-9	-3	297%[activator]	-21%	?	19%	?	/	17%
COc1ccccc1-c1cc(C(=O)NCc2ccco2)no1	2	1	0	-1%	33%	-5%	-9%	27	-4%	9%
COc1ccccc1-n1cnnc1SCC(=O)c1cc(C)n(Cc2cccs2)c1C	-9	-2	-4	-3%	0%	-1%	1%	18	0%	-5%
COc1cccc(/C=N/NC(=O)c2ccccc2NC(=O)c2ccco2)c1OC	2	1	3	-1%	-33%	-14%	-32%	-7	4%	3%
CC1CCC(NC(=O)c2cc(C3CC3)nn2-c2ccccc2)CC1 (configuration not stated)	-18	/	-11	-3%	18%	-6%	/	?	/	/
O=C(COC(=O)c1ccc(Br)o1)c1ccc(S(=O)(=O)N2CCCCC2)cc1	-9	/	-14	9%	18%	5%	/	-7	/	/
CCOc1ccc(NC(=O)Nc2ccc3c(c2)CCC3)cc1	-9	/	-6	1%	-6%	5%	0%	2	-7%	0%
COc1ccc(OCCCC(=O)NC(C)c2ccccc2)cc1 (configuration not stated)	8	3	0	-2%	-11%	2%	4%	?	0%	0%
NC(=O)c1cc([N+](=O)[O-])ccc1NCc1cccc2ccccc12	-1	/	2	-20%	-7%	-7%	/	4	/	/
Cc1ccc(C)c(N/C(N)=N/c2nc(C)cc(C)n2)c1	-16	2	-2	-2%	-43%	-7%	1%	19	3%	-14%
O=C(c1ccc(S(=O)(=O)c2ccccc2)cc1)N1CCCCCC1	-4	6	-5	3%	0%	4%	-10%	-2	1%	/
CCOc1ccc(NS(=O)(=O)c2ccc(C(=O)N3CCCC3)cc2)cc1	23	/	-3	1%	-12%	-3%	/	2	/	/
O=C(Nc1cccc(Cl)c1)c1ccccc1NC(=O)C1CCCCC1C(=O)O (configuration not stated)	0	6	-4	-8%	7%	-12%	?	-3	1%	-8%
CCN(Cc1nc(-c2ccc(OC)c(OC)c2)no1)C(=O)c1ccc2c(c1)OCO2	1	7	-6	-2%	-9%	3%	14%	15	9%	-4%
Fc1ccccc1NC(=S)N(CCN1CCCCCC1)Cc1cccs1	-2	-3	-4	2%	9%	3%	12%	-12	-1%	2%
COc1ccccc1OCCOCCn1cnc2ccccc2c1=O	11	-2	-8	-17%	9%	4%	5%	-6	0%	-8%
CCN1CCSc2ccc(C(=O)NCc3ccc(OC(C)C)cc3)cc21	-9	-2	0	/	-18%	5%	/	4	/	-2%
COc1ccc(/C=C2\SC(=O)N(CCC(=O)N3CCCCC3CCO)C2=O)cc1 (configuration not stated)	-3	/	-2	-4%	-14%	-3%	-1%	2	-2%	?
CC(=O)NCCc1nc2cc(NC(=O)COc3cccc(C)c3)ccc2n1C	24	-1	10	-1%	-19%	7%	25%	1	0%	-1%
CCN1C(=O)[C@@H]2[C@H](C1=O)[C@@H]1C(=O)Nc3ccccc3C(=O)N1[C@@H]2c1cccc(C)c1	18	/	-1	18%	0%	11%	/	0	/	/
Cc1cc(F)ccc1S(=O)(=O)Nc1ccccc1C(=O)Nc1ccccc1-c1nc2ccccc2[nH]1	-5	-2	-5	-5%	-64%[inhibitor]	1%	6%	-2	1%	/
CCOC(=O)Cc1csc(/N=C/c2c(O)n(-c3ccccc3C(F)(F)F)c(=O)c3ccccc23)n1	3	4	-1	156%[activator]	37%	-6%	?	18	1%	5%
O=S(=O)(Nc1nc2ccccc2nc1Cl)c1ccc2c(c1)OCCO2	-2	11	-10	33%[activator]	-15%	-1%	-1%	1	4%	31%[activator]
CC(=O)c1cnn(-c2cc(Oc3cccc(C)c3)ncn2)c1C	-11	-7	-9	2%	2%	/	-11%	3	2%	-4%
O=C1CN(C(=O)c2cnccn2)c2ccccc2N1	31	-2	-1	3%	-6%	4%	-2%	1	-1%	3%
Cc1c(F)cccc1NC(=O)CSCC(=O)Nc1ccccc1	-9	-7	2	0%	15%	2%	0%	-5	1%	-6%
CC(C)N=C(N)N=C(N)Nc1ccc(Cl)cc1	2	/	-4	4%	/	3%	/	0	/	/
c1ccc2c(c1)C(=NCC1CCCO1)NC2=NCC1CCCO1 (configuration not stated)	3	0	7	39%	7%	26%	10%	-2	4%	?
O=C(COc1ccc(F)cc1)Nc1ccccc1N1CCOCC1	9	/	14	0%	3%	14%	/	22	/	/
CC/C(=N/Nc1cccc(Cl)c1)c1cnnc(SC)n1	-18	1	-23	-7%	8%	1%	0%	-1	2%	3%
Cc1ccc(/C=C(\C#N)C(=O)NCCN2CCOCC2)cc1	0	-4	-30	-2%	-16%	-7%	?	-2	1%	/
CCCCC(=O)NC(c1ccco1)c1cc(Cl)c2cccnc2c1O (configuration not stated)	2	1	3	-3%	-21%	-10%	-17%	1	1%	1%
CCOC(=O)c1cc(-c2ccc(F)cc2)n(CC(=O)NCc2ccccn2)c1C	4	0	4	-2%	17%	3%	-8%	17	-1%	-8%
COc1cc(OC)c(OC)cc1NC(=O)CC1COc2ccccc2O1 (configuration not stated)	-14	4	37	-1%	14%	2%	15%	2	-1%	-9%
O=C(Nc1c(F)c(F)c(F)c(F)c1F)C1CCCCC1	-3	2	4	-3%	0%	-2%	-3%	1	5%	-8%
CC(=O)c1ccc(OCCCC(=O)N(CCC2=CCCCC2)c2c(N)n(Cc3ccccc3)c(=O)[nH]c2=O)cc1	6	/	3	-5%	-11%	11%	/	0	/	/
CCOC(=O)N1CCN(CCC(=O)Nc2ccc(Br)c(C)c2)CC1	0	0	11	-1%	0%	-2%	5%	2	11%	1%
Cc1c(C(=O)Nc2ccc(F)cc2)c2ccccn2c1CCc1ccncc1	-27	-5	-14	/	-15%	7%	-7%	-3	1%	-2%
CCCCc1c(O)nc(SCC(=O)c2ccccc2)n(-c2ccccc2)c1=O	3	9	-9	3%	0%	-6%	-5%	0	0%	/
CN1C(=O)/C(=C\C=C2/CCCN2C)N(C)C1=S	10	-21	-3	-13%	-22%	-3%	112%[activator]	2	0%	?
O=C(O)c1cc(-c2ccc(/C=N/Nc3ccc(Cl)cc3)o2)ccc1Cl	-14	-8	8	143%[activator]	-24%	-6%	-8%	5	-6%	-2%
CCN(CC1CCCO1)C(=O)CCc1nnc(CCc2ccccc2OC)o1 (configuration not stated)	4	/	20	0%	26%	-4%	11%	2	-1%	-1%
O=C(CSc1ncn[nH]1)Nc1nc(-c2ccccc2)ns1	2	3	36	-8%	4%	/	-9%	26	-1%	-1%
N/C(=N\OC(=O)c1ccco1)c1ccc(Cl)cc1	/	0	4	1%	-2%	8%[11.5 µM]	-7%	2	5%	-12%
COc1ccccc1C/C(N)=N/O	6	3	7	4%	12%	10%	2%	8	0%	-16%
Cc1cccc(OCCC(=O)N(C)CC(=O)Nc2cccc3ccccc23)c1	6	0	-12	-4%	-3%	-1%	2%	29	-3%	10%
CN(C)S(=O)(=O)Nc1ccc(NS(=O)(=O)N(C)C)c(S(=O)(=O)c2ccccc2)c1	0	2	-10	-1%	-21%	0%	4%	-2	0%	-2%
Cc1ccccc1NC(=O)c1cc(N)ccc1N1CCCCC1	24	5	3	-3%	2%[7.66 µM]	-2%	-6%	-3	2%	?
COCCOc1cc(N)c(Cl)cc1Cl	15	1	-3	0%	-2%	-1%	3%	6	0%	/
Cc1ccccc1Nc1nc(-c2sc(NC(=O)c3ccccc3)nc2C)cs1	/	-3	/	/	/	-10%	-12%	16	0%	33%[activator]
O=C(Cc1ccccc1)Nc1ccc(SC(F)F)cc1	-4	-2	2	-4%	-24%	6%	1%	?	0%	-15%
Cc1nc2ccc(S(=O)(=O)N(C)CC(=O)N3CCc4ccccc4C3)cc2s1	5	2	-2	0%	4%	-5%	-6%	?	0%	-5%
CCC(=O)NCCc1nc2cc(NC(=O)c3ccccc3OC)ccc2n1C	-3	-1	2	3%	?	0%	0%	0	0%	-5%
CN(C)S(=O)(=O)c1cccc(N=C2SCCN2Cc2ccccc2)c1	-11	0	3	0%	-66%[inhibitor]	-1%	-1%	7	4%	-12%
COc1ccc2c(c1)CC/C2=N\OC(=O)c1cccc(C)c1	?	-4	-1	3%	9%	9%	-10%	13	1%	-10%

# Bioassay records as filed in PubChem.
